From PubChem
Keap1 Nrf2 FP: Keap1-Nrf2 (human) interaction inhibition | Keap1 Kelch-Nrf2 peptide fluorescence polarization, 1536-well | Q14145 | AID 504523 | 340,000 compounds, 0.15% hits | inhibition, % at 9.4 µM; in the data active = inhibition above about 12%;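 also: human Keap1 Kelch domain with fluorescein labeled Nrf2 9mer peptide probe; 0% = neutral control wells and 100% = peptide positive control; higher means more block of Keap1 binding to Nrf2 peptide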
NSD2 inh: blocks human histone methyltransferase NSD2; inhibition, % at 12.5 µM; 310,000 compounds, 0.54% hits; NSD2 peptide methylation, AlphaScreen, 120 min; in the data active = inhibition above about 50%
RTF Ca sens inh: cardiac RTF calcium desensitization. P19429+P45379. IANBD-labeled cardiac RTF, Ca2+ fluorescence. inhibition, % at 7.15 µM. 340,000 compounds, 0.12% hits. AID 493244;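 active = inhibition above the mean inhibition of all tested compounds plus 3 SD, cut at about 17% in these data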;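 also: assay run at fixed EC70 calcium of 1.6 mM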
DAGLB inh: blocks human DAGLB lipase activity; HEK293T DAGLB membrane lysate, EnzChek fluorogenic substrate; inhibition, % at 5.17 µM; 340,000 compounds, 0.059% hits; AID 504411; in the data active = inhibition above about 34%;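 also: 0% = enzyme with vehicle and 100% = wells lacking enzyme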
Target sequence (Q8NCG7 whole entry, looked up): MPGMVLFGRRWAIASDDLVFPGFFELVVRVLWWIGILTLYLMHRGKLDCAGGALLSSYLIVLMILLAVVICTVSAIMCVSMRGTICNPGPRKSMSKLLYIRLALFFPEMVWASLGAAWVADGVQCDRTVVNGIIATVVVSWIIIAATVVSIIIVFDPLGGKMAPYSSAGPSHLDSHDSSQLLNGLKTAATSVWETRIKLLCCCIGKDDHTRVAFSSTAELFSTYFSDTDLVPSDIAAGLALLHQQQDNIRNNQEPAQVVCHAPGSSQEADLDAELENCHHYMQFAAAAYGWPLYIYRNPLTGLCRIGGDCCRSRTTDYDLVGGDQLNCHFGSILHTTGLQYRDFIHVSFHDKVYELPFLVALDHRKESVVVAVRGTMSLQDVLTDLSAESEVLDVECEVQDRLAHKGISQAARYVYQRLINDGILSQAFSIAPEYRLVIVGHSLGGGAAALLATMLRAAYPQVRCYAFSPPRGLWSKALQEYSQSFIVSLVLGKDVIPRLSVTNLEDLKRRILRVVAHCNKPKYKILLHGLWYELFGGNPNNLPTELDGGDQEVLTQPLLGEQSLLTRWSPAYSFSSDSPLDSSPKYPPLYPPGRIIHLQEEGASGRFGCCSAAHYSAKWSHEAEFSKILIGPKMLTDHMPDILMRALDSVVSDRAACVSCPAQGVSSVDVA
SR-BI DiI inh: blocks mouse SR-BI lipid uptake from DiI-HDL | ldlA[mSR-BI] CHO cells, DiI-HDL uptake fluorescence, 3 h | Q61009 | AID 488896 | inhibition, % at 12.5 µM | 320,000 compounds, 0.96% hits;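 active = mean replicate inhibition of at least 70% and a set share of replicates each scoring 70 or more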;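 also: 0% = median of neutral control wells and 100% = median of positive control wells; values of inactives mirror those of a sister screen read the other way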
Arr AP2 block: inhibitors of human beta-arrestin and AP2 interaction | FITC-arrestin peptide / GST-AP2 beads, flow cytometry; AP2 beta2 appendage carries R879A mutation | inhibition, % at 10 µM | 340,000 compounds, 0.31% hits;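 active = inhibition above a set limit, near 3 SD of compounds lacking own fluorescence, cut at about 54% in these data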;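 also: plate controls were DMSO wells for no effect and 5 µM unlabelled arrestin peptide for full effect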
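Measured by: flow cytometry, FL1 (488/535 nm); Material: AP2 appendage R879A on GSH beads; Evaluation: percent response; Timing: pre-incubation 12 min, peptide binding 1 h, room temperature; Also added: 50 nM FITC-arrestin peptide; Medium: PBS with 0.05% Tween 20 and 0.1% BSA.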
SR-BI DiI-HDL act: enhances SR-BI lipid uptake from DiI-HDL; CHO ldlA[mSR-BI] cells, DiI-HDL uptake fluorescence, 3 h; 100 = double the neutral-control signal; activation, % at 12.5 µM; 320,000 compounds, 0.096% hits; AID 504775;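 active = mean replicate activation of at least 60% and every replicate at or above 60%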;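 also: 0% = median plate neutral-control signal and 100% = twice that signal; values of inactives mirror those of a sister screen read the other way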
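Test system: SR-BI-overexpressing, LDLR-lacking CHO cells; Also added: labelled HDL, 10 µg/mL; Measured by: bottom-read cell fluorescence after medium removal, ex 550/em 595 nm; Timing: 3 h uptake period with compound, 37 °C; Buffer or medium: F12, 0.5% BSA, 25 mM HEPES; Doses: single compound concentration, delivered by pin transfer.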
PvdQ acylase: blocks Pseudomonas aeruginosa PvdQ acylase activity; 340,000 compounds, 0.063% hits; purified PvdQ acylase, fluorescence plate reader; inhibition, % at 10 µM; in the data active = inhibition above about 30%, passing the limit was not always enough;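 also: 0% = vehicle neutral wells and 100% = reference inhibitor wells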
PKA-R2B act: PKA-R2B complex activation | P22694+P31323 | 340,000 compounds, 0.079% hits | activation, % at 11.4 µM | PKA-R2B holoenzyme dissociation, Cy5-IP20 fluorescence polarization; R2B truncated from residue 108, S112A mutant; 0% DMSO only, 100% 113 µM cGMP;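 active = activation above a cutoff set at the mean over all compounds plus 3 SD, cut at about 18% in these data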;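 also: higher means more holoenzyme dissociation and a rise in polarization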
Target sequence (P31323 whole entry, looked up, other chains not shown, the tested form may be a part): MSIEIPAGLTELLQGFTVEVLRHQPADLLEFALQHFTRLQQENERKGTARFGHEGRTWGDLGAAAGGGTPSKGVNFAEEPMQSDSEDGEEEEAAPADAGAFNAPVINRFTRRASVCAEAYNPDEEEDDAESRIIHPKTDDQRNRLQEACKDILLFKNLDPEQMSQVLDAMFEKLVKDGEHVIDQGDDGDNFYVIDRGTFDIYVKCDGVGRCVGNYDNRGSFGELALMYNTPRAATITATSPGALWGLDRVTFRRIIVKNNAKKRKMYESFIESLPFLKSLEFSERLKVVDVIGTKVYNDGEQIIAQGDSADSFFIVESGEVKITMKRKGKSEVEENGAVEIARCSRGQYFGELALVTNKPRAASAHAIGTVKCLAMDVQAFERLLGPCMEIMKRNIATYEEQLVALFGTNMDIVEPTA
LANA DNA inh: blocks KSHV LANA C-terminal domain binding to DNA. MBP-C-LANA/FAM-LBS DNA binding, fluorescence polarization. inhibition, % at 9 µM. 340,000 compounds, 0.078% hits. AID 504423;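 active = highest replicate inhibition at or above 60% at 9 µM, even if other replicates fall short; inactive = all replicates below 60% inhibition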;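 also: 0% = neutral control wells and 100% = 4 µM acridine orange control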
An asterisk follows results filed as active; / = not tested or not shown. An unsorted share of the library, and some 2.1% of all compounds hit somewhere here.

SMILES | Keap1 Nrf2 FP | NSD2 inh | RTF Ca sens inh | DAGLB inh | SR-BI DiI inh | Arr AP2 block | SR-BI DiI-HDL act | PvdQ acylase | PKA-R2B act | LANA DNA inh
CN1CC(=O)N(CC(=O)NCCc2ccc(F)cc2)c2ccccc2C1=O | 2 | -1 | -9 | -2 | -22 | -4 | 22 | -14 | -7 | -1.4
COC(=O)c1cc(NS(=O)(=O)c2ccc3c(c2)CCC(=O)N3)cc(C(=O)OC)c1 | -2 | -2 | -1 | 2 | 0 | 19 | 0 | 3 | 0 | -0.3
COCc1nnc(SCC(=O)Nc2cccc(Cl)c2C)n1-c1ccccc1 | -6 | -1 | 3 | 1 | 10 | 3 | -10 | -3 | 1 | 0.4
COc1ccc(-c2nc3ccc(C(=O)NCC(OC)OC)cc3nc2-c2ccc(OC)cc2)cc1 | 2 | / | 2 | -6 | 51 | -4 | -51 | -14 | 4 | 0.5
CC(NC(=O)c1ccccc1)C(=O)N/N=C/c1cccc([N+](=O)[O-])c1 (configuration not stated) | -1 | -2 | -14 | 1 | -1 | 26 | 1 | -4 | 6 | -0.7
Cn1c(SCC(=O)NC(C)(C)C)nc(O)cc1=O | 0 | -2 | -4 | 1 | 15 | 2 | -15 | -7 | -12 | 2.2
CSc1nnc(SCC(=O)N(C)c2c(N)n(Cc3ccccc3)c(=O)[nH]c2=O)s1 | -5 | -10 | 7 | -2 | -9 | -8 | 9 | -10 | -2 | -3.2
Cn1c(=O)c2c(nc(NC(Cc3ccccc3)C(=O)O)n2Cc2ccccc2)n(C)c1=O (configuration not stated) | 0 | / | -17 | 1 | / | -2 | / | -6 | 1 | -1.3
Cc1ccc(CNC(=O)[C@H](C)N2C(=O)N3CCc4c([nH]c5ccccc45)[C@@]3(C)C2=O)cc1 | -1 | / | 0 | 0 | 31 | -2 | -31 | -11 | 6 | 1.4
COc1ccc(C2c3sc(=O)[nH]c3SC3C(=O)N(c4ccccc4)C(=O)C32)cc1 (configuration not stated) | -3 | / | -4 | 6 | 19 | 3 | -19 | 13 | -6 | 1.0

Reformatted as comma-separated lines: two of the compounds above.
compound,Keap1 Nrf2 FP,NSD2 inh,RTF Ca sens inh,DAGLB inh,SR-BI DiI inh,Arr AP2 block,SR-BI DiI-HDL act,PvdQ acylase,PKA-R2B act,LANA DNA inh
CN1CC(=O)N(CC(=O)NCCc2ccc(F)cc2)c2ccccc2C1=O,2,-1,-9,-2,-22,-4,22,-14,-7,-1.4
COCc1nnc(SCC(=O)Nc2cccc(Cl)c2C)n1-c1ccccc1,-6,-1,3,1,10,3,-10,-3,1,0.4

Next compounds:
SMILES | Keap1 Nrf2 FP | NSD2 inh | RTF Ca sens inh | DAGLB inh | SR-BI DiI inh | Arr AP2 block | SR-BI DiI-HDL act | PvdQ acylase | PKA-R2B act | LANA DNA inh
Cc1cnc(C(=O)N2CCCC(N3CCN(c4cccc(C(F)(F)F)c4)CC3)C2)cn1 (configuration not stated) | -3 | -1 | -2 | 1 | 4 | 5 | -4 | -17 | 7 | 0.7
COc1ccc(-n2nc(C(=O)N(C)C)nc2-c2ccccc2)cc1 | -6 | 4 | -3 | 2 | 15 | 11 | -15 | -10 | -9 | 0.0
Nc1cc(=O)[nH]c(SCC(=O)Nc2ccc([N+](=O)[O-])cc2)n1 | 0 | 2 | -3 | -2 | / | 0 | / | -12 | -2 | -0.6
CCC(=O)Oc1ccc2c(C)cc(=O)oc2c1C | -8 | 1 | -8 | -4 | -7 | 0 | 7 | -18 | -10 | 0.4
CC(C)(C)C(=O)Nc1ccc(S(=O)(=O)Nc2ccccn2)cc1 | -3 | 2 | -2 | 0 | -18 | 7 | 18 | -2 | -7 | 0.7
CC1(C)C2CCC13CS(=O)(=O)NC3C2 (configuration not stated) | -3 | -1 | -4 | 0 | -22 | 0 | 22 | -10 | -4 | -1.1
COc1ccc(-n2ncc3c(N(C)C4CCCCC4)ncnc32)cc1 | 0 | / | -12 | -10 | -2 | -2 | 2 | -14 | -5 | -2.9
O=C(NCc1nnc2c(C(F)(F)F)cc(Cl)cn12)c1ccc2c(c1)OCO2 | -1 | -4 | 1 | -3 | -28 | -2 | 28 | -13 | -7 | 2.0
CC(C)(C)C1CCC(=NNC(=O)CC(=O)NCc2ccccc2)CC1 (configuration not stated) | -6 | -2 | 4 | 1 | -7 | 2 | 7 | -19 | -9 | 0.3
CCOc1ccc(NC(=O)NCc2ccccn2)cc1 | 0 | -2 | -4 | 1 | -20 | -15 | 20 | -19 | -9 | -0.8
Cc1cc(C)nc(Sc2ncnc3c2oc2ccccc23)n1 | -6 | -3 | -18 | 0 | -4 | 4 | 4 | -18 | -6 | -0.6
C=CCn1c(SCC(=O)Nc2cccnc2Cl)nnc1-c1ccc(Cl)cc1 | -2 | 21 | -10 | 0 | -24 | 15 | 24 | 1 | -5 | 3.3
O=C(O)CN1C(=O)/C(=C\c2cccc(OCc3ccccc3)c2)SC1=S | -1 | 24 | 4 | 8 | 0 | 23 | 0 | 2 | 9 | 3.3
Cc1nc2ccc([N+](=O)[O-])cc2c(=O)n1Cc1cccc(F)c1 | -5 | 1 | -17 | -1 | 14 | -9 | -14 | -16 | 3 | 6.4
CC(c1nccs1)N(C)C(=O)CCc1nnc(CCc2ccccc2)o1 (configuration not stated) | -4 | 0 | -2 | 3 | -6 | -1 | 6 | -11 | -5 | -0.2
CCOc1ccc(CCNC(=O)CN2CCN(Cc3ccccc3F)C2=O)cc1OCC | 4 | / | -1 | 0 | 65 | 5 | -65 | -6 | 12 | 0.1
c1ccc(N/N=C(\Cc2ncc[nH]2)c2ccccc2)cc1 | 3 | 7 | -9 | 0 | -1 | 7 | 1 | -13 | 3 | -2.3
O=S(=O)(c1ccccc1)c1nc(-c2ccc(F)cc2)oc1NCC1CCCO1 (configuration not stated) | -6 | 0 | 3 | 0 | -18 | -2 | 18 | -12 | -7 | -1.1
Cc1cc(Cl)c(S(=O)(=O)Nc2ccc3c(c2)OCO3)cc1OCC(N)=O | 1 | -3 | -6 | -2 | 14 | 6 | -14 | -11 | -3 | -0.1
N#Cc1cccc2c1-c1ccccc1/C2=N/NC(N)=S | -3 | 12 | -5 | 1 | 49 | 4 | -49 | -16 | 15 | 0.7
NC(=O)c1cccc([N+](=O)[O-])c1 | 2 | / | -13 | 1 | -4 | 1 | 4 | -18 | -2 | -2.4
COc1ccc(Br)c(C(=O)Nn2c(C)nc3ccccc3c2=O)c1 | 2 | 1 | 7 | -1 | -3 | -10 | 3 | -9 | -12 | -0.2
COc1ccc2c(c1)CCc1c(C(=O)NCC(C)C)noc1-2 | 2 | -8 | 9 | -4 | 9 | -8 | -9 | -14 | -2 | -2.0
CCOc1ccc(N(CC(=O)N2CCN(c3ccccc3OC)CC2)S(=O)(=O)c2ccc(C)cc2)cc1 | -8 | 0 | -5 | -4 | -20 | -4 | 20 | -20 | -7 | 0.0
Cc1cc(OCC(=O)O/N=C(\N)Cc2cccs2)ccc1Br | -3 | / | 2 | -10 | -10 | -5 | 10 | -6 | -6 | -1.1
CC(NCc1ccco1)C(=O)N1CCc2ccccc2C1 (configuration not stated) | -8 | / | -1 | -4 | -8 | -6 | 8 | -12 | 11 | 2.3
O=C(COC(=O)CCCNC(=O)c1ccc(Cl)cc1)NC1CC1 | -3 | 0 | -15 | 2 | -10 | 1 | 10 | -8 | -8 | -1.9
O=c1[nH][nH]c(-c2ccccc2O)c1C(C[N+](=O)[O-])c1ccc(Br)cc1 (configuration not stated) | -6 | 15 | -1 | 5 | 9 | -5 | -9 | -9 | 7 | 0.2
COCCNC(=O)Cn1cnc2c(cnn2-c2ccc(C)cc2)c1=O | -1 | / | 0 | 1 | / | -4 | / | -9 | -8 | -0.6
COC(=O)c1c(NC(=O)CN2CCC(C(N)=O)CC2)c2c(C)cccc2n1C | -7 | 0 | 3 | -3 | -21 | 4 | 21 | 10 | -5 | -4.8
Cc1nn(Cc2c(F)cccc2Cl)c(=O)c2ccccc12 | 3 | -2 | -41 | -2 | / | 28 | / | -10 | 4 | 0.3
Nn1c(SCc2csc(-c3ccccc3)n2)nnc1-c1cccs1 | -6 | -2 | 1 | -4 | 9 | 3 | -9 | 2 | 5 | -1.9
CCc1ccc(N(CC(=O)Nc2ccccc2C(=O)N2CCOCC2)S(C)(=O)=O)cc1 | -2 | 0 | -28 | 2 | -29 | 6 | 29 | 3 | -2 | 4.0
O=C(Nc1nccs1)c1sc2ccccc2c1Cl | 1 | -1 | -6 | -2 | -4 | -1 | 4 | 5 | -10 | -1.7
CN1CCN(c2ccc(C(F)(F)F)cc2NC(=O)c2ccco2)CC1 | 3 | 4 | -7 | 0 | 27 | -10 | -27 | -9 | 0 | -1.0
CC(C)(C)NC(=O)Cn1nnc(-c2ccc(Cl)cc2)n1 | 4 | -8 | -11 | -1 | -20 | -8 | 20 | -5 | 1 | -0.5
Cc1cc(C)c(Nc2cc(S(=O)(=O)O)c(N)c3c2C(=O)c2ccccc2C3=O)c(C)c1 | 4 | 145* | 4 | 80* | 0 | 12 | 0 | 13 | -5 | 9.8
O=S(=O)(c1ccccc1)N1CCNc2ccccc21 | -5 | 2 | -3 | 3 | -18 | 6 | 18 | 2 | -5 | 1.4
COc1ccc(NC(=O)c2c[nH]n3c(=O)cc(C4CCN(C(=O)OC(C)(C)C)CC4)nc23)cc1Cl | 3 | / | -4 | 0 | 24 | 7 | -24 | -13 | 1 | 7.7
O=C(Cn1nc(C(F)F)cc1C(F)F)NNC(=S)Nc1ccc([N+](=O)[O-])cc1 | 2 | 2 | -8 | 8 | 7 | 4 | -7 | -3 | 4 | 2.0
CCCOc1ccc(C2/C(=C(/O)c3ccc(F)cc3)C(=O)C(=O)N2CCCN(C)C)cc1 (configuration not stated) | -2 | 1 | 0 | 0 | -5 | 13 | 5 | 3 | 0 | 0.8
O=C(CSc1nnc(-c2cccs2)n1-c1ccccc1)N1CCCc2ccccc21 | -2 | 14 | 3 | -2 | 8 | -4 | -8 | -15 | -4 | 0.2
COc1ccc(/C=N\NC(=O)COc2ccccc2Cl)cc1Cn1nc(C)cc1C | -4 | 1 | -13 | -2 | 29 | 0 | -29 | -3 | -4 | -0.4
CCOc1ccc(CCNC(=O)c2sc3nc4n(c(=O)c3c2C)CCC4)cc1OCC | -7 | 0 | -9 | -1 | 24 | -13 | -24 | -11 | -4 | -0.7
COc1ccc(C(=O)NC(=S)Nc2cccc3cc(O)ccc23)cc1OC | -10 | 1 | 0 | -3 | 11 | -11 | -11 | 1 | -6 | -0.7
Cc1cc(Nc2nc3ccccc3nc2Cl)n(-c2ccc([N+](=O)[O-])cc2)n1 | 1 | -2 | -6 | 0 | 79* | 22 | -79 | -2 | 5 | -1.5
